# Compound activity as filed in PubChem BioAssay.
# phage Ecoli inh = E. coli growth loss with phage present | AID 651602 | hit rate 0.26% among 360,000 | inhibition, % at 11.9 µM | growth absorbance; in the data active = inhibition above about 11%
# DSG3 Ab inh = inhibitors of pemphigus antibody binding to human desmoglein-3; hit rate 0.48% among 310,000; DSG3-coupled beads, scFv-anti-DSG3-GFP binding, flow cytometry; hits give low values; P32926; binding (percent of control), % at 10 µM;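 active = binding more than 3 SD below its plate's average and above zero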;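 also: hits lower antibody fragment binding to DSG3; some compounds called inactive have numbers as strong as hits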
# PKA-R1A act = activates the PKA-R1A holoenzyme complex. P00514+P68181. PKA-R1A dissociation, Cy5-IP20 fluorescence polarization; scaled: DMSO 0%, 113 µM cGMP 100%. activation, % at 11.4 µM. hit rate 0.083% among 340,000;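 active = percent activation above the mean of all tested compounds plus 3 SD, cut at about 19% in these data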;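 also: higher means more PKAc released from R1A so a rise in polarization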
# SUMO Mot1 rescue = inhibitors of SUMOylation pathway: yeast Mot1-301 growth rescue. S. cerevisiae Mot1-301 growth rescue, ATP luminescence, 38.5C; percent above DMSO median, 100 means doubled. growth rescue, % at 18.8 µM. hit rate 1% among 320,000;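 active = every valid replicate shows activation above 250% relative to neutral control wells; inactive = the rest, any valid replicate at or below 250%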;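 also: OY570 slx delta 5 strain wells were the positive control but not used for scaling; some compounds called inactive have numbers as strong as hits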
# Ecoli viability = reduces bacterial viability in AddAB counter-screen; E. coli V3065 growth, OD600 absorbance, 18 h; inhibition, % at 11.9 µM; hit rate 0.27% among 330,000;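 active = inhibition above the campaign's mean inhibition across all tested compounds plus 3 SD, cut at about 9.9% in these data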;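 also: uninfected addAB+ strain grown without phage in ampicillin broth; 0% = DMSO wells and 100% = ciprofloxacin 0.95 µg/ml wells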
# PfHsp90 set2 = growth inhibition of yeast expressing Plasmodium Hsp90; hit rate 0.32% among 310,000; S. cerevisiae expressing PfHsp90, BacTiter-Glo ATP, 48 h; yeast lacking PDR1 and PDR3 efflux regulators; inhibition, % at 9.4 µM;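 active = every replicate shows inhibition above about 80%, whatever the replicate mean, limit read from the data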;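 also: 0% = DMSO neutral controls and 100% = 20 µM radicicol positive controls; yeast relying on Plasmodium falciparum Hsp90 in place of its own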
# AddAB inh = less growth of phage-infected E. coli with AddAB; E. coli expressing H. pylori AddAB, absorbance growth; hit rate 0.29% among 330,000; AID 435030; inhibition, % at 11.9 µM; in the data active = inhibition above about 12%;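 also: 0% = vehicle wells of infected cells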
# MOR-DOR inv ag = mu-delta opioid heterodimer inverse agonism; cell-based MOR-DOR heterodimer luminescence; hit rate 0.21% among 340,000; inhibition, % at 9.3 µM; P35372+P41143; AID 504357; in the data active = inhibition above about 22%, passing the limit was not always enough;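 also: 0% = cells with DMSO and 100% = wells without cells with DMSO; values of inactives mirror those of a sister screen read the other way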
# MOR-DOR ag = OPRM1-OPRD1 heterodimerization agonism; AID 504326; P35372+P41143; cells, luminescence; hit rate 0.3% among 340,000; activation, % at 9.3 µM; in the data active = activation above about 18%;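 also: 0% = vehicle-treated cells and 100% = reference agonist; values of inactives mirror those of a sister screen read the other way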
# HTR5A inv ctr = HTR5A inverse agonism, opioid heterodimer counter-screen | P47898 | HTR5A cell line, luminescence | inhibition, % at 9.3 µM | hit rate 0.083% among 340,000; in the data active = inhibition mostly above about 23%, no sharp cut-off; inactive = mostly below about 18%;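 also: 0% = cells with DMSO and 100% = no-cell wells with DMSO; some compounds called inactive have numbers as strong as hits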
# Target sequence (P47898 whole entry, looked up): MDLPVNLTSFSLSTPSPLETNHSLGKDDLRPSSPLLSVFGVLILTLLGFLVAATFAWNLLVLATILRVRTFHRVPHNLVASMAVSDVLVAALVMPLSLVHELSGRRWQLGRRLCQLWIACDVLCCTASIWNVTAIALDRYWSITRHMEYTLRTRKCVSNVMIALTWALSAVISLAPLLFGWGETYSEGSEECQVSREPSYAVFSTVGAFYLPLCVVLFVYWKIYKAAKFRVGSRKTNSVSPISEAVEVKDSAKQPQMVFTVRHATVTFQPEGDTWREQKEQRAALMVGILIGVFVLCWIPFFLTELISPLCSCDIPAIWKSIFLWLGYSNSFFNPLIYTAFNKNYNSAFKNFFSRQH
# HTR5A ag ctr = counter-screen for OPRM1-OPRD1 agonists: human HTR5A agonism. P47898. HTR5A agonist assay, luminescence, cell-based. activation, % at 9.3 µM. hit rate 0.61% among 340,000. AID 504692; in the data active = activation mostly above about 9.5%, no sharp cut-off; inactive = mostly below about 7.6%;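 also: 0% = cells with vehicle only and 100% = reference agonist; strong numbers were not always called active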
# * hit, by the source's call; / = not tested or not shown.
SMILES,phage Ecoli inh,DSG3 Ab inh,PKA-R1A act,SUMO Mot1 rescue,Ecoli viability,PfHsp90 set2,AddAB inh,MOR-DOR inv ag,MOR-DOR ag,HTR5A inv ctr,HTR5A ag ctr
COC(=O)c1nn(-c2ccccc2)c(Cl)c1/C=N/OCc1ccc(Cl)cc1Cl,1.0,103,0,6,0.4,-20,-0.1,9,-1.5,-16,-1
Cc1ccc(S(=O)(=O)N2CCOC2CNC(=O)C(=O)NCc2ccncc2)cc1 (configuration not stated),1.8,90,-2,1,-1.3,1,1.0,-3,0.6,10,2
CCOC(=O)N1CCN(CC(O)COc2ccc(OC)cc2C(C)(C)C)CC1 (configuration not stated),0.8,100,-8,14,-3.9,3,0.5,-1,0.2,29,7
CC(C)CN1Cc2ccccc2Oc2cc(Br)ccc2S1(=O)=O,1.8,97,-1,/,0.0,-11,0.9,12,-2.5,6,-2
COc1cc(C2NC(=O)NC(c3ccccc3)=C2C(C)=O)cc([N+](=O)[O-])c1O (configuration not stated),1.2,101,-1,43,-1.0,-29,2.9,19,-3.6,1,0
COc1ccc(C(=O)NCCOc2ccccc2)cc1S(=O)(=O)N1CCOCC1,2.1,99,-8,-8,-4.0,9,2.5,12,-3.1,11,2
CCN(C[C@H]1N[C@@](C)(C(=O)OC)[C@H]2C(=O)N(C)C(=O)[C@@H]12)C(=O)c1ccccc1,1.9,96,2,/,0.5,2,1.7,11,-2.3,5,-1
Cc1ccc2c(c1)cc1c(=O)n(CC(=O)NCCCc3ccccc3)nc(C)n12,4.3,/,-1,0,0.9,9,1.5,13,-2.6,-11,3
NC(=O)C1CCCN(CC(=O)N2CCN(c3ccccc3)CC2)C1 (configuration not stated),4.3,/,2,-25,-2.1,1,2.8,8,-1.1,10,-4
CC(=O)Nc1ccc(S(=O)(=O)Nc2c(C)nn(-c3ccccc3)c2C)cc1,2.5,99,-5,-18,2.8,-7,2.3,-12,1.9,-6,2
Cc1c(C(=O)Nn2cnnc2)oc2ccccc12,1.6,106,5,100,-1.4,-8,1.8,12,-2.1,-1,0
Cc1ccc(-c2nn(CC(=O)NN3CCOCC3)c(=O)c3ccccc23)cc1,-1.6,102,/,11,-0.8,/,0.3,/,/,/,/
O=[N+]([O-])c1ccc(S(=O)(=O)NCCc2ccncc2)cc1,3.8,100,1,-18,1.2,-1,4.4,-20,4.3,-5,0
COc1ccc2c(=O)c(C(=O)NCCc3ccc(OC)c(OC)c3)c[nH]c2c1,2.0,106,-5,4,2.1,/,-0.2,-43,7.4,-7,5
CSc1ccccc1C(=O)C1CCCN(C(=O)CCN2CCCO2)C1 (configuration not stated),4.9,99,4,-4,0.5,13,0.3,5,-1.1,13,-5
COc1ccc2[nH]cc(/C=C(/C#N)S(=O)(=O)c3ccccc3)c2c1,-0.2,93,-4,-4,0.3,-18,3.2,-35,6.2,-24,-1
CCc1ccccc1NC(=O)Nn1cnnc1,1.6,99,-3,-4,0.4,-11,-2.0,11,-2.1,-28,-2
CCCOc1c(OC)cc(Cl)cc1C1NC(=O)NC(C)=C1C(=O)NCc1ccccc1 (configuration not stated),0.2,108,-4,/,-0.8,3,-1.0,-10,1.9,-10,2
Nc1ccc(NC(=S)Nc2ccccc2)cc1,1.6,92,-6,-6,/,-10,/,14,-2.7,5,-1
Cc1ccc(C)c(-n2c3nc(=O)n(C)c(=O)c-3cc3ccccc32)c1,1.9,104,11,-4,0.4,8,0.1,11,-2.0,3,-1
CC(/C=N/NC(=O)CSc1nnc(SCc2ccccc2)s1)=C\c1ccco1,0.4,100,4,-14,-2.2,13,2.0,-7,1.4,-6,4
Cc1ccc(Cl)cc1NC(=O)C1CCCN(S(=O)(=O)c2c(C)noc2C)C1 (configuration not stated),1.4,72,-1,-6,-1.8,-13,-0.9,11,-1.8,-51,-2
Cc1ccc(S(=O)(=O)NNC(=S)NCC2CCCO2)cc1 (configuration not stated),0.8,/,2,-1,-2.3,-13,3.6,11,-1.5,7,-2
CCOc1ccc(/C=N/NC(=O)c2ccc(F)cc2)cc1CN1CC2CC(C1)c1cccc(=O)n1C2 (configuration not stated),1.4,100,-4,176,0.7,15,2.5,5,-1.0,-7,2
COc1cccc(CNc2ccc3[nH]c(=O)[nH]c3c2)c1OCc1ccccc1F,0.3,117,0,-7,-3.0,-10,2.3,0,0.0,0,0
# Carrying on.
SMILES,phage Ecoli inh,DSG3 Ab inh,PKA-R1A act,SUMO Mot1 rescue,Ecoli viability,PfHsp90 set2,AddAB inh,MOR-DOR inv ag,MOR-DOR ag,HTR5A inv ctr,HTR5A ag ctr
COCCn1c(SCC(=O)c2ccc3c(c2)OCCO3)nnc1C(C)C,0.4,98,-11,812,-2.5,1,1.0,1,-0.2,-39,-2
CCc1cccc(CC)c1NC(=O)COc1ccccc1C(=O)c1cc(C#N)c(=O)n(C2CCCCC2)c1,2.3,122,-6,-7,0.4,-8,0.3,3,-0.6,-23,9
O=C(N/N=C/c1ccc2ncccc2c1)c1cccc([N+](=O)[O-])c1,1.4,124,0,18,-0.4,28,0.7,-15,1.8,-3,4
CC1(C)CC(c2nc(-c3ccccc3)cs2)CCS1 (configuration not stated),2.3,97,-2,7,0.4,-22,3.5,-3,0.5,19,1
COc1ccccc1CN1CC(C(=O)NCc2cccc(Cl)c2)CCC1=O (configuration not stated),2.0,112,4,-4,2.8,-15,5.2,3,-0.6,-2,5
Clc1ccc(/C=N/Nc2ncnc3ccccc23)cc1Cl,3.0,106,-5,79,5.2,/,5.9,-62,12,4,0
COc1cccc(-n2cc(C(=O)O)c3ccccc3c2=O)c1,0.3,85,1,3,-1.8,-8,0.6,-14,2.2,-14,5
COc1ccc2c(c1)c1nc3ccccc3nc1n2CCn1c(=O)oc2ccccc21,0.0,101,-7,-6,-1.0,-9,0.6,11,-2.0,-5,-2
CC(=O)Nc1ccc(-c2ccccc2)s1,3.3,108,-11,-11,3.2,2,3.6,12,-2.1,-6,-1
CS(=O)(=O)c1ccc(C(=O)NCC(c2ccco2)N2CCCCC2)cc1 (configuration not stated),1.5,103,3,-15,1.9,13,0.6,3,-0.6,-7,3
O=c1oc2cc([N+](=O)[O-])ccc2nc1/C=C(\O)c1cccc(Br)c1,1.5,/,5,-15,0.3,8,0.3,13,-2.6,15,-6
Cc1ccc(NS(=O)(=O)c2cc3c4c(cccc4c2)C(=O)NC3=O)cc1,3.2,95,-7,6,1.7,9,1.5,5,-0.9,0,0
CCOC(=O)C1(CCOc2ccccc2)CCN(Cc2cc(OC)ccc2OC)CC1,-0.6,123,5,-15,-3.7,24,-1.0,-260,53*,-10,3
O=C(Nc1ccc2c(c1)OCCO2)C(=O)NC1CC1,0.8,96,-4,5,-1.4,-8,1.1,-10,1.8,11,-5
O=C1C2ON(c3ccccc3)C(c3ccncc3)C2C(=O)N1c1ccccc1 (configuration not stated),0.5,91,-11,20,-1.8,9,-2.4,9,-1.9,14,0
CCc1nc2ccccc2c(C(=O)OCC(=O)NCc2ccco2)c1C,0.1,95,-3,/,1.3,9,0.2,13,-2.4,-19,7
CC1CCCN(C(=O)CNC(=O)c2ccco2)C1 (configuration not stated),2.1,95,4,-15,-0.6,-13,0.6,7,-1.8,-10,4
CC(=O)Nc1cc(C(N)=O)c(Cl)cc1Cl,0.0,95,-13,210,-1.4,7,-0.8,11,-2.3,-4,1
CC(C)(C)c1ccc(NC(=O)c2ccccc2)c([N+](=O)[O-])c1,3.1,100,0,-21,-3.1,16,1.3,-32,6.2,0,0
CCOP(=O)(OCC)/C(C#N)=C/c1ccc(-c2ccc(F)cc2F)o1,-4.7,94,5,-6,0.3,-6,-3.1,4,-0.8,-14,4
Cc1ccc([N+](=O)[O-])cc1NC(=O)CN(C(=O)c1ccc(Cl)cc1)C1CCCCC1,4.3,/,-2,-9,-1.6,/,0.2,-16,2.7,7,-3
COCCCNC(=S)N(Cc1ccccc1)Cc1ccccc1,4.2,99,-1,45,-3.1,5,1.7,14,-3.2,-22,-2
CCN(CC)c1ccc(/C=N/Nc2nc3ccccc3[nH]2)c(O)c1,15*,100,-21,9,1.8,18,-0.9,-27,5.0,-30,11
CCN(CC)C(=O)Oc1ccc(Cl)c2cccnc12,1.3,97,-10,24,-2.3,-7,1.9,13,-2.3,-3,1
Cc1ccc2oc(C(=O)N(C)Cc3ccon3)c(C)c2c1,1.8,102,14,-7,0.8,8,-0.8,4,-0.8,-9,5
# Further compounds:
SMILES,phage Ecoli inh,DSG3 Ab inh,PKA-R1A act,SUMO Mot1 rescue,Ecoli viability,PfHsp90 set2,AddAB inh,MOR-DOR inv ag,MOR-DOR ag,HTR5A inv ctr,HTR5A ag ctr
COc1ccc(CNc2nc(NCc3ccc(OC)cc3)n(C(C)=O)n2)cc1,4.4,98,14,/,-2.1,/,-1.2,16,-3.1,-15,-2
CN(C)c1ccc(N2C(=O)CSC2=S)cc1,-0.3,97,-13,-8,1.1,8,4.0,-10,1.8,14,-4
CCCOc1ccc(C2C3=C(Nc4nc(N)[nH]c(=O)c42)c2ccccc2C3=O)cc1 (configuration not stated),0.8,81,-4,-13,0.6,-33,1.9,13,-2.5,-13,-2
Cc1nnc(NC(=O)CCn2c(=O)oc3ccc(Cl)cc32)s1,1.5,92,3,1,0.9,11,0.4,1,-0.2,10,-2
CC(=O)N1CCN(c2ccc(NCc3ccc(-c4cccc(Cl)c4)o3)cc2)CC1,/,103,-2,43,-6.6,9,-0.2,-17,3.0,-16,5
Cc1ccc(C(=O)NCC(=O)NCC(=O)OCc2ccc(F)cc2)cc1,3.9,101,-16,-13,1.7,-7,2.7,13,-2.2,-16,6
CCOC(=O)c1c(S(=O)(=O)N2CCCC(C(=O)Nc3cccc(C)n3)C2)c(C)n(C)c1C (configuration not stated),2.2,/,-8,8,0.0,-9,2.3,21,-4.1,2,-1
COc1cccc(C(=O)c2cc3ccc(O)cc3oc2=O)c1,0.7,100,-1,-32,1.2,45,2.8,9,-1.8,9,5
COc1ccc(CCC(=O)Nc2cccc(Cl)c2)cc1,3.4,96,-3,-10,-1.8,-3,-0.9,-6,0.9,5,-2
O=C(CN1CCC(NC(=O)C2CCCCC2)CC1)NCc1ccco1,2.4,101,-7,3,1.5,39,0.3,3,-0.5,-11,4
Cc1cc(C)cc(C(=O)N2CCC(C(N)=O)CC2)c1,4.0,99,0,8,0.8,-65,0.1,8,-1.4,13,2
N#Cc1cnn(Cc2ccccc2)c1/N=C/N1CCOCC1,4.9,103,8,-7,-0.7,-1,0.5,6,-0.9,-25,3
COc1ccc(CNC(=O)C2=CCN(S(=O)(=O)c3ccc(C)cc3)CC2)cc1,-1.5,98,-1,4,0.9,7,0.3,-1,0.2,-28,10
Cn1c(N)c(C(=O)c2ccc(Cl)cc2)c(=O)n(C)c1=O,1.5,/,-8,4,-1.2,-2,4.9,5,-1.1,15,2

# Part of the list above, with values under each structure:
# Value order – phage Ecoli inh | DSG3 Ab inh | PKA-R1A act | SUMO Mot1 rescue | Ecoli viability | PfHsp90 set2 | AddAB inh | MOR-DOR inv ag | MOR-DOR ag | HTR5A inv ctr | HTR5A ag ctr
COc1ccc(CCC(=O)Nc2cccc(Cl)c2)cc1
  3.4 | 96 | -3 | -10 | -1.8 | -3 | -0.9 | -6 | 0.9 | 5 | -2
COc1ccc(CNc2nc(NCc3ccc(OC)cc3)n(C(C)=O)n2)cc1
  4.4 | 98 | 14 | / | -2.1 | / | -1.2 | 16 | -3.1 | -15 | -2
